Bioassay records from PubChem.
RECQ1 helicase = inhibitors of human RECQ1 DNA helicase; Potency, µM (doses to about 57.3 µM), for the others: top-dose activity, negative = inhibition, actives largely listed as inhibitors; hit rate 0.54% among 240,000; P46063; RECQ1 DNA unwinding, red fluorescence kinetic read; AID 2549;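 also: plate controls were vehicle for no effect and no enzyme for full effect; nearly all actives have a fitted effect of over 30% in size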
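RECQ1T1 50 nM; forked duplex (20 bp + 30-nt ss tails) 200 nM, ATP 2 mM final; pH 8.0, 2 mM MgCl2, 2.5 ug/ml poly(dI-dC); 15 min compound preincubation; discontinuous kinetic read over 2 h at RT.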
Tau fibril FP = inhibitors of human tau fibril formation; Potency, µM (top dose mostly 57.7 µM), for inactives: top-dose activity, negative = inhibition, usual class: inhibitors; K18 P301L tau heparin fibrillization, Alexa594 FP, 6 h; hit rate 0.39% among 280,000; P10636; AID 1468; also: % is scaled to controls: 0 for no effect and ±100 for the full control effect; nearly all actives have a fitted effect of over 55% in size
Target sequence (P10636 561-689 P618L limits assumed): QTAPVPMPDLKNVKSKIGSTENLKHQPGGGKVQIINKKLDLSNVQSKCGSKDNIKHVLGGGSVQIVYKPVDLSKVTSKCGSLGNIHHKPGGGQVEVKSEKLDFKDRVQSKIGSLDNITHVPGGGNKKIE
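Quantitative HTS format: compounds meet 15 uM recombinant K18 P301L tau and Alexa 594-tau tracer in 100 mM sodium acetate pH 7; 20 uM heparin triggers fibrillization at 37 C over 6 hr; FP gives the signal.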
Tau fluor cs = counter-screen for tau fibril formation inhibitors; tau K18 P301L Alexa594 fluorescence, heparin fibrillization; Potency, µM (doses to about 57.7 µM), for the others: top-dose activity change, negative = decrease; hit rate 0.93% among 280,000; also: % is scaled to controls: 0 for no effect and ±100 for the full control effect; nearly all actives have a fitted effect of over 55% in size
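Human K18 P301L tau (15 uM unlabeled plus 0.24 uM Alexa 594-labeled, final) in 100 mM sodium acetate pH 7 was mixed with compound and 20 uM heparin and incubated 6 hr at 37 C.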
TexasRed fluor = Texas Red fluorescence interference in TRb-SRC2 counter-screen. TRb/SRC2 Texas Red total fluorescence interference. Potency, µM (doses to about 106 µM), inactives show at the highest dose fluorescence change, negative = quenching. hit rate 0.29% among 280,000. AID 1479; active = well fitted curve in either direction with a large enough effect; inconclusive = small, poorly fitted or top-dose-only effect; also: % is scaled to controls: 0 for no effect and ±100 for the full control effect
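Flags fluorescent or light-absorbing compounds by total fluorescence, S + 2P, at 555 nm excitation and 632 nm emission. Mixture: 20 nM Texas Red SRC2 peptide, 0.6 uM human TRb LBD, 1 uM T3, 5% DMSO; compound exposure 5 h at ambient temperature.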
TRb SRC2 PPI = disrupts binding of human TR beta to SRC2; P10828; TRbeta-SRC2 peptide binding, fluorescence polarization; receptor liganded with 1 µM T3; Potency, µM (top dose mostly 106 µM), inactives show top-dose activity change, negative = inhibition, most hits filed as inhibitors; hit rate 0.065% among 280,000;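 also: plate controls were bound peptide for no effect and peptide without receptor for full effect; nearly all actives have a fitted effect of over 50% in size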
Target sequence (P10828 whole entry, looked up): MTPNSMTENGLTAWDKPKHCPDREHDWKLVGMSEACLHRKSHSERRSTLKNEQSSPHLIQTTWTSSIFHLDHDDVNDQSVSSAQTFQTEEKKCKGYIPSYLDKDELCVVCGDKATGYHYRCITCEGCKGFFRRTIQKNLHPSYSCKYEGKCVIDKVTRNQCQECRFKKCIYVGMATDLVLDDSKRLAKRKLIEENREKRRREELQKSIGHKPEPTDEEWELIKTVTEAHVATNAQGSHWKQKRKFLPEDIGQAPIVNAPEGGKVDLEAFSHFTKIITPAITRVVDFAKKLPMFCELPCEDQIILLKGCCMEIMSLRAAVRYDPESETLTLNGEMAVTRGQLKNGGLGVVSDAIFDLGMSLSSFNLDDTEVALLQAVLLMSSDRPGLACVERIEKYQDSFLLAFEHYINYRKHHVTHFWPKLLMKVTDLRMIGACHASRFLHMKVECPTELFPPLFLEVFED
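A fluorescence polarization screen tested compounds at multiple concentrations against complex formation between 0.6 uM TRb ligand-binding domain and 20 nM Texas Red SRC2 peptide, with 1 uM T3 present; readout after 5 hr.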
HTT ATP protect = protects HTT-Q103 PC12 cells, measured by ATP; hit rate 0.14% among 230,000; AID 1471; PC12 HTT-Q103 induced, cytoprotection, ATP luminescence, 40 h; Potency, µM (doses to about 56.4 µM), inactives show cytoprotection (ATP increase), hits mostly activators;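 also: % of control where 0% means no effect; nearly all actives have a fitted effect of over 45% in size; toxic huntingtin expression switched on by the ecdysone agonist tebufenozide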
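Quantitative HTS on tebufenozide-induced (100 nM) PC12 cells expressing HTTQ103 exon 1–GFP; compounds tested as a concentration series; survival measured via cellular ATP.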
L3MBTL1 block = inhibitors of human L3MBTL1; AlphaScreen L3MBTL1–H3K9me1 peptide binding; Potency, µM (series often up to 57.1 µM), inactives show at the top dose activity, negative = inhibition, hits mostly inhibitors; hit rate 0.66% among 230,000; AID 485360; also: % is scaled to controls: 0 for no effect and ±100 for the full control effect; nearly all actives have a fitted effect of over 60% in size
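AlphaScreen proximity signal between nickel-chelate acceptor and streptavidin donor beads (final 10 ug/mL) reports binding of 50 nM L3MBTL1 to 75 nM biotin-H3 K9me1 peptide; complex incubated with compounds 30 min at room temperature; cefsulodin titration as control.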
Tau ThT inhib = tau fibrillization inhibition (ThT binding); P10636; recombinant tau K18 P301L (four-repeat tau fragment), heparin-induced fibrillization, ThT fluorescence; Potency, µM (highest dose often 57.4 µM), for inactives: top-dose activity, negative = inhibition, actives largely listed as inhibitors; hit rate 2.1% among 270,000; also: % is scaled to controls: 0 for no effect and ±100 for the full control effect; nearly all actives have a fitted effect of over 55% in size
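Heparin-induced fibrillization of the P301L-mutant K18 repeat-domain fragment of human tau was followed by ThT binding in quantitative high-throughput format.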
* hit, by the source's call; i = inactive; ? = inconclusive; · = no result given; & = joins results of further samples; [ ] = another dose, or the depositor's remark. Unless noted, calls follow the shape of the dose curve; as a rule, active = well fitted curve in the direction sought with a large enough effect; inconclusive = small, poorly fitted or top-dose-only effect, or another doubt; inactive = no such curve, though single readings can be large; an effect the other way counts as inactive or inconclusive. Potency is read from the fitted curve at half-maximal effect. The list is partial; count on the stated rates, not on these rows.

SMILES	RECQ1 helicase	Tau fibril FP	Tau fluor cs	TexasRed fluor	TRb SRC2 PPI	HTT ATP protect	L3MBTL1 block	Tau ThT inhib
S=c1[nH]nc(-c2ccc3ccccc3n2)n1-c1ccc2ncccc2c1	-10.6%	2.6%	-20.5%	-9.0%	4.6%	·	-5.6%	?
CCOC(=O)c1ccc(NC(=O)c2cc(S(=O)(=O)N3CCOCC3)ccc2O)cc1	i	8.1%	-3.1%	-0.6%	-5.3%	-23.1%	-25.1%[11.4 µM]	-2.6%
O=C(Nc1ccccc1Cl)c1cccc(COc2cc(Cl)ccc2Cl)c1	i	-8.9%	-13.5%	1.1%	-5.6%	-23.2%	·	?
CCCCn1nc(NC(=O)c2cccc(Cl)c2)c2cc3cccc(C)c3nc21	·	-12.2%	-6.7%	0.1%	0.7%	·	·	10.5%
CCN1CCN(Cc2cc(=O)oc3ccc(Cl)cc23)CC1	i	-1.8%	1.0%	-1.1%	-3.8%	-23.5%	-2.2%	-8.9%
CCN(C(=O)COC(=O)c1ccc(COc2ccc3c(C)cc(=O)oc3c2)cc1)C1CCS(=O)(=O)C1 (stereo unspecified)	-6.8%	-8.3%	-11.6%	-3.0%	9.1%	-14.4%	·	-11.0%
Cc1ccc(NC(=O)CN(C)C(=O)COc2c(Cl)cc(Cl)c3ccc(C)nc23)cc1	6.9%	-18.5%	-11.9%	-0.9%	-11.0%	32.1%[10 µM]	-2.9%	-2.4%
CCC(C)(C)NS(=O)(=O)c1cc(-c2cc(C)no2)ccc1C	·	4.6%	-6.9%	-0.9%	-8.5%	·	·	5.3%
C=CC(=O)NN(C)c1ncc(C(F)(F)F)cc1Cl	i	2.5%	0.1%	-1.9%	-10.0%	-13.5%[1.9 µM]	6.4%	-7.2%
O=C(CSc1cccc[n+]1[O-])Nc1cc(S(=O)(=O)N2CCOCC2)ccc1Cl	-3.2%	4.0%	10.2%	-1.7%[53 µM]	-0.2%[53 µM]	1.3%[10 µM]	5.9%	7.5%
CC(C)CCNC(=O)C1CCC(CNc2c(N3CCC(C)CC3)c(=O)c2=O)CC1 (stereo unspecified)	21.4%	-2.2%	2.0%	-1.3%	3.1%	-2.1%[10 µM]	·	·
CC(C)c1nnc(NC(=O)CCC(=O)NCc2ccc3c(c2)OCO3)s1	-3.7%	2.0%	3.3%	4.4%	1.4%	-4.1%[10 µM]	4.8%	8.6%
Cc1ccccc1N1C(=O)C(Oc2ccc(Cl)cc2)C1CNC(C)(C)C (stereo unspecified)	-13.5%	-13.0%	-12.7%	1.5%	4.4%	16.7%[10 µM]	2.0%	-3.7%
Cc1ccc(OCC(=O)Nn2cnc3ccccc32)cc1	-0.7%	1.0%	-0.6%	1.7%	7.1%	-6.0%	5.0%	-1.9%
COc1ccc(-c2cc(C(=O)N3CCN(c4ccccc4)CC3)no2)cc1	·	4.4%	-17.8%	1.0%	-6.4%	·	·	?
Cn1c(SCc2nc3ccccc3[nH]2)nnc1-c1ccccn1	-8.3%	7.6%	5.5%	0.1%	-1.2%	-13.3%	·	-0.9%
COc1ccc(N/C=C2/CCCCC2=O)cc1	-7.8%	1.5%	-0.3%	-4.4%	-7.0%	20µM*	-19.3%	8.0%
COc1ccc(-n2nc3c(c2NC(=O)c2c(F)cccc2Cl)CS(=O)C3)cc1 (stereo unspecified)	-6.6%	1.8%	0.2%	-1.3%	-17.1%	-23.5%	·	-7.6%
COc1cc(OC)c(OC)cc1CN1CCN(S(=O)(=O)c2ccc(NC(C)=O)cc2)CC1	-12.3%	-5.5%	-8.1%	-2.9%	2.8%	-0.9%[10 µM]	5.0%	-5.3%
CC(C)c1ccccc1NC(=O)COC(=O)/C=C/c1cccc([N+](=O)[O-])c1	-4.6%	-4.2%	-12.1%	-2.5%	-16.2%	-11.4%[10 µM]	-5.2%	-8.2%

The list goes on; it opens with the 4 that closed the last part.
SMILES	RECQ1 helicase	Tau fibril FP	Tau fluor cs	TexasRed fluor	TRb SRC2 PPI	HTT ATP protect	L3MBTL1 block	Tau ThT inhib
COc1ccc(N/C=C2/CCCCC2=O)cc1	-7.8%	1.5%	-0.3%	-4.4%	-7.0%	20µM*	-19.3%	8.0%
COc1ccc(-n2nc3c(c2NC(=O)c2c(F)cccc2Cl)CS(=O)C3)cc1 (stereo unspecified)	-6.6%	1.8%	0.2%	-1.3%	-17.1%	-23.5%	·	-7.6%
COc1cc(OC)c(OC)cc1CN1CCN(S(=O)(=O)c2ccc(NC(C)=O)cc2)CC1	-12.3%	-5.5%	-8.1%	-2.9%	2.8%	-0.9%[10 µM]	5.0%	-5.3%
CC(C)c1ccccc1NC(=O)COC(=O)/C=C/c1cccc([N+](=O)[O-])c1	-4.6%	-4.2%	-12.1%	-2.5%	-16.2%	-11.4%[10 µM]	-5.2%	-8.2%
Cc1cccc(NCCC(=O)c2ccc(Br)cc2)c1	0.3%	6.1%	-24.3%	-8.0%	-6.1%	2.2%	-15.8%	?
CC1CCCC(C)N1C(=O)CSc1nnc(COc2ccccc2)n1-c1ccccc1 (stereo unspecified)	i	5.4%	0.0%	1.3%	-2.8%	8.0%	·	-13.4%
COC(=O)C1=CN(C)C=C(C(=O)OC)C1c1ccc(O)c(OC)c1	i	0.1%	-6.0%	-3.1%	-0.2%	-4.5%	8.4%	-6.1%
O=C(COC(=O)c1ccc2[nH]c3c(c2c1)CCCC3)Nc1ccccc1	-3.7%	9.9%	?	0.2%	4.1%	·	-0.7%	?
Cc1noc(C)c1S(=O)(=O)Nc1ccccc1OC(F)(F)F	13.9%	5.7%	-7.4%	-0.8%	1.8%	11.3%[10 µM]	10.6%	-8.3%
CCN1C(=O)[C@@H]2[C@H]3C(=CC[C@@H]2C1=O)C1(OCCCO1)[C@H]1O[C@@H]1[C@H]3O	-12.9%[11.5 µM]	?	?	-0.5%[11.2 µM]	-0.2%[11.2 µM]	-9.8%[10 µM]	·	2.82µM*
CC(=O)c1ccc(N2CCN(C(=O)c3nn(Cc4ccccc4)c(=O)c4ccccc34)CC2)cc1	-4.1%	3.2%	-16.0%	-2.6%	-2.1%	-40.4%[inhibitor]	·	?
Cn1nc(C(=O)NC2CCCCCC2)ccc1=O	i	-5.1%	1.9%	-1.5%	-1.6%	-16.3%	-7.0%	-0.4%
O=C(NN=C1CCCCCCCCCCC1)c1ccccc1F	i	-3.7%	9.3%	1.5%	5.5%	23.7%[0.074 µM]	5.9%	-4.1%
CCOC(=O)C1=C(N)N2C(=O)C(C)SC2=C(C(=O)OCC)C1c1ccc(O)cc1 (stereo unspecified)	-11.2%	4.1%	-26.4%	-6.0%	-5.6%	10.2%[10 µM]	-7.1%	-5.4%
Cc1cc(NC(=O)CSc2nnc(-c3ccncc3)n2C)n(-c2ccccc2)n1	12.3%	0.1%	2.8%	0.6%	7.6%	?	5.5%	3.3%
O=c1c(Cc2ccccc2O)c(O)nc2n1CCCS2	10.5%	3.8%	-1.1%	-1.1%	2.2%	3.6%[10 µM]	0.6%	-2.3%
CN(C)S(=O)(=O)Nc1ccc(NS(=O)(=O)N(C)C)c(S(=O)(=O)c2ccccc2)c1	-8.3%	5.3%	-2.6%	-3.4%	-3.2%	0.4%	-0.2%	-3.4%
O=c1[nH]cnc2cc(Cl)ccc12	i	-5.4%	-10.2%	-1.0%	-11.9%	-1.1%	-7.3%	-10.0%
CC(Sc1ccccc1)C(=O)Nc1ccc(N2CCOCC2)cc1 (stereo unspecified)	5.9%	5.3%	-11.5%	2.5%	-4.0%	9.1%	·	-16.0%
Cc1cc(C)cc(NC(=O)CN2C(=O)CCc3cc(S(=O)(=O)N4CCCCC4)ccc32)c1	·	1.8%	?	-3.6%	4.8%	·	·	-15.2%
O=C(c1ccc(Br)s1)N(Cc1cccnc1)c1nc2ccc(F)cc2s1	·	-6.9%	-5.0%	0.8%	-11.2%	·	·	3.4%
CO[C@@H]1COC(=O)[C@@H](C)NC(=O)C/C=C\[C@@H](C)[C@H](NS(=O)(=O)c2ccc(C)cc2)COC(=O)[C@H](C)NC(=O)C/C=C\[C@H]1C	i[11.5 µM]	-3.6%[11.6 µM]	-4.9%[11.6 µM]	1.2%[11.2 µM]	0.9%[11.2 µM]	-11.6%[10 µM]	·	-10.1%[11.5 µM]
COc1ccc(CNC(=O)CSc2nnc(C)s2)cc1	-12.7%	-3.6%	2.1%	0.9%	-17.3%	-9.0%	-3.7%	-9.9%
O=C(Nc1cccnc1)C1CCCN(S(=O)(=O)c2ccccc2)C1 (stereo unspecified)	-4.2%	-0.3%	-10.5%	0.3%	3.2%	-14.8%	·	-5.8%
CCOC(=O)c1cc(-c2ccccc2)nc2nc(N3CCCCC3)sc12	-1.3%	-1.8%	-9.6%	-2.1%	-3.1%	·	20.8%	?
N#Cc1nc(COc2ccc(Cl)cc2Cl)oc1N1CCN(c2ccccc2)CC1	-9.4%	-7.8%	?	-0.8%	5.8%	-3.9%	·	-30.5%
Cc1c(C#N)c2ncnc(N)c2n1-c1ccccc1	1.2%	1.3%	2.1%	-5.1%	-4.7%	-8.1%[0.074 µM]	-0.8%	0.8%
CCN(CC)c1nc(Nc2ccc(Cl)cc2)nc(OCC#N)n1	-3.1%	?	?	-3.6%	-16.7%	-20.0%[10 µM]	1.4%	-7.7%
CCCCn1c(SCC(=O)NNC(=O)c2ccco2)nnc1-c1ccco1	16.3%	4.0%	7.6%	0.9%	4.5%	-34.1%[inhibitor]	36.7%[activator]	3.8%
C=CCN1c2ccccc2[C@]23C[C@@H](C(=O)OC)N(C(=O)c4ccc(Br)cc4)C2=NC(C(=O)OC)=C(C(=O)OC)[C@H]13	-18.0%[11.5 µM]	-4.7%[11.6 µM]	1.3%[11.6 µM]	3.1%[11.2 µM]	4.2%[11.2 µM]	-13.2%&-4.3%[10 µM]	·	-2.0%[11.5 µM]
N#C/C(=C\c1ccc(-c2cccc([N+](=O)[O-])c2)o1)C(=O)Nc1nc(-c2cccs2)cs1	-0.2%	15.4%	?	-4.2%	4.0%	-10.9%[10 µM]	·	2µM*
